TGFb inhibitor = TGF-b pathway inhibition; HepG2 CAGA-GFP TGF-b/SMAD3 reporter, GFP fluorescence, 18 h; TGF-beta stimulated, 500 pg/mL final; Potency, µM (series often up to 46.1 µM), inactives show at the top dose activity, negative = inhibition, actives largely listed as inhibitors; 410,000 tested, 1.2% active; also: potency is read from the fitted curve at half-maximal effect; % is scaled to controls: 0 for no effect and ±100 for the full control effect; nearly all actives have a fitted effect of over 65% in size
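HEPG2 CAGA-GFP reporter cells (1000/well, DMEM with 1% FBS) received compounds, then recombinant TGF-beta at 500 pg/mL final for 18 hours at 37 degrees C. Per-cell GFP summed per well was normalised to unstimulated and stimulated DMSO controls before curve fitting.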
Nrf2 inh = blocks Nrf2 signaling | A549 ARE-Fluc reporter, luciferase luminescence, 18-24 h | Potency, µM (top dose mostly 46 µM), for inactives: top-dose activity change, negative = inhibition, hits mostly inhibitors | 360,000 tested, 2.1% active; also: potency is read from the fitted curve at half-maximal effect; % is scaled to controls: 0 for no effect and ±100 for the full control effect; nearly all actives have a fitted effect of over 60% in size
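A549 ARE_Fluc cells, 5000/well, 5% FBS OPTI-MEM; compounds in dose-response, 18-24 h at 37 °C/5% CO2; CellTiter-Fluor viability read (Ex 405/Em 525), then BugLite luciferase luminescence = Nrf2 activity.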
HepG2 viability = counter-screen for TGF-b inhibitors: cytotoxicity in HepG2 cells | HepG2 CAGA-GFP viability, ATP luminescence, 18 h | Potency, µM (top dose mostly 46.1 µM), without a hit: top-dose activity change, negative = cytotoxicity, most hits filed as cytotoxic | 410,000 tested, 0.76% active | AID 588856; also: potency is read from the fitted curve at half-maximal effect; some results filed as inactive show a strong effect at the top dose
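CellTiter-Glo luminescence gave cytotoxicity after 18 hours at 37 degrees C. The cells were HepG2 CAGA-GFP in 1% FBS DMEM, stimulated with 500 pg/mL TGF-beta after compound addition. %Activity was normalised to no-cell wells (complete cell-killing) and DMSO (no toxicity), and curves were fitted and classified.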
ATXN2 expr inh = ATXN2 expression inhibition; HEK-293 ATXN2-luciferase reporter, luminescence, 24 h; Potency, µM (doses to about 57 µM), for the others: at the top dose activity change, negative = inhibition, hits mostly inhibitors; 360,000 tested, 0.72% active; AID 1745845; also: potency is read from the fitted curve at half-maximal effect; % is scaled to controls: 0 for no effect and ±100 for the full control effect; nearly all actives have a fitted effect of over 55% in size
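qHTS (up to 57 uM final) was run with 24 h compound exposure of reporter cells at 37 °C. Each well was multiplexed: SteadyGlo luminescence measured ATXN2-luciferase expression after a fluorogenic Gly-Phe-AFC viability readout (25 uM final).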
Nrf2 activator = Nrf2 pathway activation; AREc32 ARE-luciferase reporter (MCF7-derived line), luminescence, 24 h; Potency, µM (series often up to 46.1 µM), without a hit: top-dose activation, hits mostly activators; 410,000 tested, 0.31% active; AID 624171; also: potency is read from the fitted curve at half-maximal effect; % of control where 0% means no effect; nearly all actives have a fitted effect of over 65% in size
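Steps: seed AREc32_Fluc cells (1000/well, 5% FBS OPTI-MEM); incubate overnight at 37 deg C; add 23 nL compound; incubate 24 hr; add Steady-Glo; hold 30 min RT; read luminescence.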
IL2 activator = activates IL-2 in a cell-based reporter assay | IL-2 activation reporter assay, cell-based qHTS; stimulated with anti-CD3/CD4/CD28 beads; in transgenic mouse T cells | activation, % (series mostly up to about 46 µM) | 360,000 tested, 0.065% active | AID 652025; in the data active = activation above about 50%; inconclusive = mostly about 30% to 49%; also: 0% is about no effect
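Unstimulated transgenic mouse T cells preincubated 60 min with compound, then stimulated with anti-CD3/anti-CD4-coated beads plus anti-CD28 for 18 h at 37 degrees C. IL-2 response read as EGFP and DsRed fluorescence by plate cytometry.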
A549 tox = A549 cytotoxicity, counter-screen for Nrf2 inhibitors; Potency, µM (doses to about 46 µM), for the others: at the top dose activity change, negative = cytotoxicity, hits mostly inhibitors; 390,000 tested, 0.16% active; A549 ARE-Fluc cells, CellTiter-Fluor viability, 18-24 h; also: potency is read from the fitted curve at half-maximal effect; % is scaled to controls: 0 for no effect and ±100 for the full control effect
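A549 ARE_Fluc cells in 5% FBS OPTI-MEM were exposed to compounds in concentration-response for 18-24 h at 37 deg C. Viability was read by CellTiter-Fluor fluorescence (Ex 405/Em 525) after 30 min, before the luciferase read.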
ATXN viability = cell viability loss in ATXN counter-screen; Potency, µM (highest dose often 56.7 µM), actives largely listed as cytotoxic; 400,000 tested, 0.49% active; S2 cells (HEK-293 line with an ATXN2-luciferase reporter) viability, CellTiter-Fluor protease fluorescence, 24 h; also: potency is read from the fitted curve at half-maximal effect; nearly all actives have a fitted effect of over 40% in size
EPAC2 ag = activates human EPAC2 exchange factor; Q8WZA2; EPAC2 activation, biochemical qHTS; response scale: 100% = 6.5 mM cAMP response; Potency, µM (series often up to 154 µM), without a hit: at the top dose activation, usual class: activators; 360,000 tested, 0.079% active; also: potency is read from the fitted curve at half-maximal effect; nearly all actives have a fitted effect of over 50% in size
Target sequence (Q8WZA2 whole entry, looked up): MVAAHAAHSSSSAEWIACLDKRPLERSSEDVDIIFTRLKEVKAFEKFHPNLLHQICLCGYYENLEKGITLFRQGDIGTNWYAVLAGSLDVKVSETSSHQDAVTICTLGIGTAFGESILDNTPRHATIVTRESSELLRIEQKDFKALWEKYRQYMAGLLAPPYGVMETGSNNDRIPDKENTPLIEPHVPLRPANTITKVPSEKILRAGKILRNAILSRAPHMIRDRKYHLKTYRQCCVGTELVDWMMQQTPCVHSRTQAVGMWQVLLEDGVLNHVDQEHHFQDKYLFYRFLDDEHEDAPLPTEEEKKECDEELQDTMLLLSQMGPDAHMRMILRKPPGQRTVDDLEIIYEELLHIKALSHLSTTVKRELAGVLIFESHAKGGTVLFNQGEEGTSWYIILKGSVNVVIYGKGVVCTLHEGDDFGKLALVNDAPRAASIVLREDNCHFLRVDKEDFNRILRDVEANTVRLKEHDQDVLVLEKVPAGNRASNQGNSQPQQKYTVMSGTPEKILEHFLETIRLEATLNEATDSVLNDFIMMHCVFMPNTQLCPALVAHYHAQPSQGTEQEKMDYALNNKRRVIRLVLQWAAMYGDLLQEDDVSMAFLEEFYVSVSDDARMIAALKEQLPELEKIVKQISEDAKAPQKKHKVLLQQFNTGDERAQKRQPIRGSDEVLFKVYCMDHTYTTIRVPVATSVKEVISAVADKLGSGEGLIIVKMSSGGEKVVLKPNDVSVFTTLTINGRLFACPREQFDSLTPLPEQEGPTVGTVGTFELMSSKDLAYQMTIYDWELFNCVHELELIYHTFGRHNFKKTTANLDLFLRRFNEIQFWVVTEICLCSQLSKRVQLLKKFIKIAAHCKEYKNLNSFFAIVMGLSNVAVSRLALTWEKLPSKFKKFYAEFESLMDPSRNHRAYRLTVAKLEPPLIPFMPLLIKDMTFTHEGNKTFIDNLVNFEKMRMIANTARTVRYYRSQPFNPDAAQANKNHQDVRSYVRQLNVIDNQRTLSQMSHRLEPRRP
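Setup: EPAC2 100 nM, labeled Rap1B complex 250 nM, free GDP 50 uM. Compound titrations pinned in, brief spin, 5 min room temperature incubation. Kinetic fluorescence read over 30 min, normalized to 6.5 mM cAMP.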
An asterisk follows results filed as active; i = inactive; ? = inconclusive; . = no result given; [ ] = another dose, or the depositor's remark. Unless noted, calls follow the shape of the dose curve; as a rule, active = well fitted curve in the direction sought with a large enough effect; inconclusive = small, poorly fitted or top-dose-only effect, or another doubt; inactive = no such curve, though single readings can be large; an effect the other way counts as inactive or inconclusive.

Order of results: TGFb inhibitor, Nrf2 inh, HepG2 viability, ATXN2 expr inh, Nrf2 activator, IL2 activator, A549 tox, ATXN viability, EPAC2 ag
COC(=O)C(c1ccccc1)N1CCCCCC1 (stereo not given)
→ 12%, ., 11%, -3%, 0.3%, 0.2, ?, i, -2%
COc1ccccc1C=C1C(=O)NC(=S)NC1=O
→ -11%, -21%, -19%, 0%, -0.1%, -0.7, 6%, i, 13%
O=C(Cn1c(=O)oc2cc(S(=O)(=O)N3CCCCC3)ccc21)N1CCCCC1
→ 49%[activator], 19%, 34%, ., 0.0%, 1.0, 4%, i, 7%
CCc1cc(=O)oc2cc(C)cc(OCC(=O)N3CCC(C(=O)O)(c4ccccc4)CC3)c12
→ -20%, 8%, -8%, 5%, -0.8%, 0.3, 6%, i, -2%
CN(C)c1ccc(/C=C2\C(=O)NC(=O)N(Cc3ccc(F)cc3)C2=O)cc1
→ 25%, 0%, -7%, -1%, 2.2%, 0.0, -4%, i, 3%
O=C(Nc1ccccc1)c1cc([N+](=O)[O-])ccc1N1CCNCC1
→ 8%, 12%, 4%, -14%, -0.4%, 0.5, -6%, ?, -2%
O=C(Nc1ccc2nc(SCC(=O)N3CCCc4ccccc43)sc2c1)c1cccc(F)c1
→ -3%, ?, -15%, ., 0.8%, ., -2%, ., .
C[C@]12CCC(=O)C=C1CCC1C2CC[C@@]2(C)C1CC[C@]2(C)O (stereo not given in full)
→ 6%, ?, -5%, 7%, 0.3%, 0.5, -2%, i, 3%
CCOP(=O)(OCC)C(O)c1cccnc1 (stereo not given)
→ 13%, 4%, -2%, 4%, -0.7%, -1.3, 1%, i, 12%
Cn1c(O)c(C(=NCCN2CCCCC2)c2ccccc2Cl)c(=O)n(C)c1=O
→ 11%, 19%, -23%, -12%, -0.3%, 4.9, ?, i, -5%

The closing 2 entries of the section above open the next one:
Order of results: TGFb inhibitor, Nrf2 inh, HepG2 viability, ATXN2 expr inh, Nrf2 activator, IL2 activator, A549 tox, ATXN viability, EPAC2 ag
CCOP(=O)(OCC)C(O)c1cccnc1 (stereo not given)
→ 13%, 4%, -2%, 4%, -0.7%, -1.3, 1%, i, 12%
Cn1c(O)c(C(=NCCN2CCCCC2)c2ccccc2Cl)c(=O)n(C)c1=O
→ 11%, 19%, -23%, -12%, -0.3%, 4.9, ?, i, -5%
CCOc1ccc(CN(CCc2ccc3c(c2)OCO3)Cc2cccc(C)c2)cc1
→ ?, 6%, -41%, ., 6.7%, ., 8%, ., .
CCN1CCN(c2cc(N3CCCC3)c(F)cc2[N+](=O)[O-])CC1
→ 0%, 10%, -26%, -10%, 2.5%, 2.6, -27%, ?, -11%
Cn1c(=O)c2c(nc(-c3ccc(N(CCCl)CCCl)cc3)n2C)n(C)c1=O
→ 17%, ?, -14%, -27%, 5.7%, 1.4, 0%, i, 13%
Cc1cccc(C)c1-n1nnnc1C(c1ccccc1)N1CCC2(CC1)C(=O)NCN2c1ccccc1 (stereo not given)
→ ?, ., -36%, ?, 0.2%, -0.7, ., ?, 19%
O=S(=O)(c1ccc(Cl)cc1)N1CCCC1c1cccnc1 (stereo not given)
→ 14%, 5%, -1%, 8%, -1.6%, -1.1, 1%, i, 0%
Clc1ccc(CN2CCNCC2)cc1
→ -1%, -2%, 13%, 29%, -0.2%, 0.2, 4%, i, 10%
Cc1cc(C(=O)OCC(=O)Nc2c(F)cccc2F)c(C)n1C1CC1
→ -24%, -17%, 4%, 7%, 0.1%, -2.5, 1%, i, 3%
Cc1ccc(-n2c(=S)[nH]c3ccccc3c2=O)cc1F
→ -8%, ., -23%, ., 6.4%, 0.3, ., i, 6%
Oc1cc(O)cc(/C=C/c2ccc(O)cc2O)c1
→ -6%, 2%, -59%, 19%, 0.0%, 0.7, -5%, i, 11%
COC(=O)C1=C(c2cc3ccccc3o2)C[C@@H]2CC[C@H]1N2C(=O)NCCCOC(C)C
→ 0%, -25%, -2%, -5%, 0.6%, -0.3, -8%, i, 7%
NCC(O)c1cc(O)c(O)cc1F (stereo not given)
→ -3%, -12%, 22%, 5%, -0.5%, -0.3, -8%, i, -5%
O=c1[nH]c(O)c(N=Nc2cc([N+](=O)[O-])ccc2O)c(=O)[nH]1
→ -1%, -1%, 1%, 4%, -0.3%, 1.4, 23µM*, 9.5µM*, -3%
C=CCn1c(O)c(C(C)=NCCN2CCOCC2)c(=O)[nH]c1=O
→ -11%, -2%, -2%, 3%, -1.0%, -0.9, ., i, 9%
COc1ccccc1N1C(=O)NC(=O)/C(=C/c2ccc3c4c(cccc24)CC3)C1=O
→ 0%, 9%, 0%, -1%, 4.0%, 1.4, 7%, i, 0%
COc1ccc(N2C(=O)C(=O)N(c3ccc(OC)cc3)P2(=O)N(CCCl)CCCl)cc1
→ 6%, 1%, -7%, -2%, -0.5%, -0.3, -2%, i, 14%
CC(=O)c1ccc(NC(=O)CSc2nc(=O)cc(N)n2-c2ccccc2)cc1
→ 1%, ?, -3%, 45%[activator], 3.9%, -2.3, 2%, i, 3%
CN1c2ccc([N+](=O)[O-])cc2CC2(C(=O)NC(=O)N(c3ccc(Br)cc3)C2=O)C1c1ccccc1 (stereo not given)
→ -30%, 0%, 4%, -10%, 1.9%, -0.8, -20%, i, 10%
O=C(CN1CCCCC1)NCC(=O)Nc1ccc(Br)cc1C(=O)c1ccccc1
→ -25%, -5%, -31%, -11%, 4.5%, -0.5, 6%, i, 9%
CCOc1ccc(S(=O)(=O)Nc2cccc(C(=O)N3CCN(c4ccccn4)CC3)c2)cc1
→ -12%, ., 0%, ., -0.1%, -1.7, ., ?, 9%
Nc1ncnc2c1ccn2[C@@H]1O[C@H](CO)[C@@H](O)[C@H]1O
→ 0.45µM*, 3.7µM*, 1µM*, 1.1µM*, -1.4%, 0.8, ?, 3.2µM*, -2%
Cc1ccc(-c2cc(-c3ccccc3)cc(-c3ccccc3)[n+]2-c2ccc(C(=O)O)cc2)cc1
→ 18%, 5%, -3%, 5%, -0.5%, 0.1, 2%, i, 13%
O=C(c1ccc2c(=O)n(Cc3ccc4c(c3)OCO4)c(=S)[nH]c2c1)N1CCC2(CC1)OCCO2
→ 0%, -2%, -20%, -21%, -0.9%, -0.1, 0%, i, 15%
Cc1ccc(/C=C/C2=NN(Cc3ccc(Cl)c(Cl)c3)C(=O)CC2)cc1
→ 11µM*, ., -18%, -9%, -0.2%, 0.0, -1%, i, -2%
COc1ccc(C(=O)NC(=S)N2C[C@H]3C[C@H](C2)c2cccc(=O)n2C3)cc1OC
→ 0%, 12%, -36%, -5%, 2.4%, 0.2, 5%, i, 0%
CCCCOCCCn1c(N)c(C(=O)OCCOC)c2nc3ccccc3nc21
→ 4%, ., 9%, -11%, -0.8%, 0.9, 5%, ?, -5%
CCOC(=O)C1(c2ccccc2)CCN(CC(O)c2ccc(NC(C)=O)cc2)CC1 (stereo not given)
→ -1%, ?, -14%, 2%, -0.6%, 0.2, -10%, i, 4%
Cc1ccc(CNCc2c(C(=O)O)n(Cc3ccccc3C)c3cc(C)ccc23)cc1
→ 3%, ?, 10%, 1%, 0.7%, ., 0%, i, .
CNC(=O)N(C)c1nnc(C(C)(C)C)s1
→ -8%, ., 2%, 7%, -0.9%, 3.5, -3%, i, 8%
COC(=O)Nc1nc2ccccc2[nH]1
→ -3%, 8%, 6%, -19%, -0.3%, -0.5, -7%, i, 0%
O=c1[nH]c(=S)n(-c2ccccc2F)c(O)c1C=Nc1ccc(N2CCOCC2)cc1
→ -5%, -15%, -15%, -37%, 0.3%, 1.4, 0%, i, ?
O=C(c1ccc2c(c1)ncn2C1CCCCC1)N1CCC2(CC1)OCCO2
→ 17%, -1%, -5%, -11%, -0.6%, 1.4, ?, i, 0%
COC(=O)C1=C(c2ccc(F)cc2OCc2ccccc2)C[C@@H]2CC[C@H]1N2C(=O)NC(C)C
→ 12%, -7%, 0%, -1%, 0.1%, 0.2, -5%, i, 3%
COC(=O)C1=C(c2cccc(C#N)c2)C[C@@H]2CC[C@H]1N2C(=O)NC1Cc2ccccc2C1
→ -17%, 4%, -5%, 4%, 10%, -0.2, 5%, i, 4%
CC12CCCCC1=[N+]([O-])CN2O (stereo not given)
→ 0%, 3%, -9%, 9%, -0.5%, -0.8, -3%, i, -3%
OC(CNCc1ccccc1)c1ccc(Cl)cc1 (stereo not given)
→ 1%, 12%, -12%, -11%, 3.6%, -0.1, -6%, i, 0%
O=C(C[N+]12CCC(CC1)C(OC(=O)c1ccccc1)C2)c1ccc([N+](=O)[O-])cc1 (stereo not given)
→ 3%, ?, ., -12%, -0.1%, -0.2, 3%, i, 9%
CC1CCN(CCc2nc3ccccc3[nH]2)CC1
→ 0%, 6%, 0%, 12%, 0.3%, 0.7, -2%, i, 17%
COc1ccc(C2NCc3ccc4c(c3-n3cccc32)OCO4)cc1O (stereo not given)
→ ?, ., 0%, -3%, 2.5%, -1.2, 10%, i, -3%
CCOP(=O)(OCC)C(NC(=O)c1ccc(C)cc1)=C(Cl)Cl
→ -20%, -3%, 5%, -1%, 0.3%, 3.6, -6%, i, 7%
CN1CCc2nc(SCc3cccc(Br)c3)c(C#N)cc2C1
→ -19%, -13%, 11%, 12%, -0.1%, 2.6, 0%, i, 6%
CCCCCCn1c(O)c(C=NC2CCN(Cc3ccccc3)CC2)c(=O)[nH]c1=O
→ 0%, ?, 3%, -20%, -1.2%, -0.3, -8%, i, 1%
O=C1CC(N2CC=C(c3ccc(F)cc3)CC2)C(=O)N1c1ccc(F)cc1 (stereo not given)
→ 7%, -17%, 1%, 9%, -0.1%, -1.0, 5%, i, 6%
COc1ccc(C2=NOC(COC(=O)c3ccc4ccccc4n3)C2)cc1 (stereo not given)
→ ?, ?, 4%, 2%, 0.6%, -1.4, 0%, i, -5%

These rows are one share of the data. The share of hits here may be higher or lower than overall.
